Compound activity from PubChem BioAssay.
NTMT1 inhibitor – inhibitors of human N-terminal methyltransferase NTMT1; Q9BV86; NTMT1 MTase-Glo SAH luminescence, purified enzyme; Potency, µM (series often up to 114 µM), for the others: top-dose activity change, negative = inhibition, hits mostly inhibitors; 59,000 compounds, 2.5% hits; AID 1645870;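 further: plate controls were DMSO vehicle for no effect and no enzyme for full effect; nearly all actives have a fitted effect of over 65% in size; many of its hits are not listed in these tables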
Target sequence (Q9BV86 whole entry, looked up): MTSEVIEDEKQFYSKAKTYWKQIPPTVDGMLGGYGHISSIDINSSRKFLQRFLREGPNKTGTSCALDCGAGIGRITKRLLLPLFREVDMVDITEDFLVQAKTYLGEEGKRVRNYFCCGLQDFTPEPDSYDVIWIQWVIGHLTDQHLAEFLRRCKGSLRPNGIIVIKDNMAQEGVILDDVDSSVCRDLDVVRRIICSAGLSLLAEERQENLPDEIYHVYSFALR
FH mod – Identification of activators of human fumarate hydratase by quantitative high-throughput screening; AID 1347055, 2019; 54,000 compounds, 0.22% hits; Potency, µM (series often up to 79.9 µM), inactives show at the highest dose activity change, negative = inhibition, usual class: inhibitors; Fumarate hydratase, mitochondrial (Homo sapiens), P07954; FH coupled MDH/diaphorase resazurin fluorescence, 15 min; further: the screen sought activators but most active calls are inhibition curves; nearly all actives have a fitted effect of over 45% in size
Target sequence (P07954 whole entry, looked up): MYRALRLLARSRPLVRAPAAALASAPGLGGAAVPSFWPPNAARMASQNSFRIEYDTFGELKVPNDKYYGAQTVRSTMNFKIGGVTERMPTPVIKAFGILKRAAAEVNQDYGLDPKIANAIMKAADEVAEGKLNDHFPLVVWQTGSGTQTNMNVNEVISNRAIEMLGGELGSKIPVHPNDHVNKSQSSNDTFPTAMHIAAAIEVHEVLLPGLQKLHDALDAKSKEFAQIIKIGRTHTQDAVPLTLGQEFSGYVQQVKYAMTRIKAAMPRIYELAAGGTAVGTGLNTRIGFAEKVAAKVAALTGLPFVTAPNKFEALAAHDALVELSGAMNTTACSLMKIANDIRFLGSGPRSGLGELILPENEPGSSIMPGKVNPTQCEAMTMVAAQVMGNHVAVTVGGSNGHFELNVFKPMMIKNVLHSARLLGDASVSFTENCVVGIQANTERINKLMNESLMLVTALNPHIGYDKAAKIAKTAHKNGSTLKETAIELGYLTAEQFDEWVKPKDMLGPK
Numbers without * were called inactive; u = inconclusive; & = joins results of further samples; ! = repeats disagree; [ ] = dose if it differs, or a comment. The call rests on the fitted dose curve; in most records, active means well fitted curve in the direction sought with a large enough effect; inconclusive means small, poorly fitted or top-dose-only effect, or another doubt; inactive means no such curve, though single readings can be large; an effect the other way counts as inactive or inconclusive. Unless noted, on the % scale 0 is the no-effect control and ±100 the full control effect; potency means the concentration at half of the fitted maximal effect. These rows are one share of the data; the hit share may differ from the screen's.

SMILES	NTMT1 inhibitor	FH mod
C=C1C(O)CC2C(C(=O)O)=COC(O[C@@H]3O[C@H](COC(=O)c4ccc(O)cc4)[C@@H](O)[C@H](O)[C@H]3O)C12 (stereo not given in full)	8.8%[29.8 µM]	-3.7%[53.3 µM]
C=Cc1cc2oc(-c3ccc(O)c(F)c3)nc2cc1O	28.2µM*	u
CC(=O)CC(c1ccccc1)c1c(O)c2ccccc2oc1=O (stereo not given)	15.3%	-3.8%&4.0%[53.3 µM]
C=C1C[C@@]23CC[C@@H]4[C@](C)(C(=O)O)CCC[C@@]4(C)C2=CC[C@H]1C3	8.4%[57.5 µM]	-0.4%
NCC[C@H](O)C(=O)N[C@@H]1C[C@H](N)[C@@H](O[C@H]2O[C@H](CN)[C@@H](O)[C@H](O)[C@@H]2O)[C@H](O)[C@@H]1O[C@H]1O[C@H](CO)[C@@H](O)[C@H](N)[C@@H]1O	17.7%[0.501 µM]	-0.4%[0.673 µM]
C=CC(C)(O)C(O)CC1C(C)(O)C(O)C(O)C2C(C)(C)CCCC21C (stereo not given)	1.3%[29.8 µM]	2.5%[53.3 µM]
CCCCCCCCCCCCOS(=O)(=O)O	-17.5%[57.5 µM]	-8.4%[53.3 µM]
C=CC(=O)Nc1cc(Nc2nccc(-c3c[nH]c4ccccc34)n2)c(OC)cc1N(C)CCN(C)C	u	-2.6%
O=C(O)c1ccccc1Nc1cccc(C(F)(F)F)c1	-2.5%[57.5 µM]	-6.6%[53.3 µM]
O=C(O)CCc1cccc(O)c1O[C@@H]1O[C@H](CO)[C@@H](O)[C@H](O)[C@H]1O	14.7%[29.8 µM]	1.6%[53.3 µM]
CN(CC=CC#CC(C)(C)C)Cc1cccc2ccccc12	-22.6%[57.5 µM]	7.7%[53.3 µM]
C[N+](C)(C)CCCCCC[N+](C)(C)C	14.8%[57.5 µM]	-1.9%&-7.2%&-4.8%[53.3 µM]
CC1(C)CC[C@]2(C(=O)O[C@@H]3O[C@H](CO)[C@@H](O)[C@H](O)[C@H]3O)CC[C@]3(C)C(=CCC4[C@@]5(C)CC[C@H](O[C@@H]6O[C@H](C(=O)O)[C@H](O)[C@H](O)[C@H]6O)C(C)(C)C5CC[C@]43C)[C@@H]2C1 (stereo not given in full)	8.4%[12.6 µM]	6.3%[20.6 µM]
O=S(=O)(O)c1ccc(O)cc1	-9.2%[57.5 µM]	-5.2%[53.3 µM]
COc1c(C(O)CC(C)C)ccc2c1C(=O)OCc1cc(C)cc(O)c1O2 (stereo not given)	31.2%[29.8 µM]	3.6%[53.3 µM]
NS(=O)(=O)c1ccc(N2N=C(c3ccccc3)CC2c2ccccc2)cc1 (stereo not given)	4.1%[57.5 µM]	1.2%
CC1(C)CC[C@]2(C(=O)O[C@@H]3O[C@H](CO)[C@@H](O)[C@H](O)[C@H]3O)CC[C@]3(C)C(=CCC4[C@@]5(C)C[C@@H](O)[C@H](O)[C@@](C)(CO)C5CC[C@]43C)C2[C@@H]1O (stereo not given in full)	-6.1%[12.6 µM]	-8.9%[20.6 µM]
Cc1ccc(OCCSc2ncccn2)c(Br)c1	8.2%	14.5%
CC(=O)OCC(=O)[C@@]12OC(C)(C)O[C@H]1C[C@H]1[C@@H]3C[C@H](F)C4=CC(=O)C=C[C@]4(C)[C@@]3(F)[C@@H](O)C[C@@]12C	3.7%[57.5 µM]	0.5%[53.3 µM]
NC(=O)c1ncn([C@@H]2O[C@H](CO)[C@@H](O)[C@@H]2O)c1O	9.0%[57.5 µM]	13.3%[53.3 µM]
C[C@@H]1CC[C@]2(C(=O)O[C@@H]3O[C@H](CO)[C@@H](O)[C@H](O)[C@H]3O)CC[C@]3(C)C(=CCC4[C@@]5(C)C[C@@H](O)[C@H](O)C(C)(C)C5CC[C@]43C)C2[C@]1(C)O (stereo not given in full)	10.6%[12.6 µM]	-1.1%[20.6 µM]
CC(=O)NCCc1c[nH]c2ccc(O)cc12	9.9%	0.7%
CCN(CC)CC#CCOC(=O)C(O)(c1ccccc1)C1CCCCC1 (stereo not given)	-23.1%[57.5 µM]	-23.5%&-9.4%[53.3 µM]
CCCCn1c(=O)n(Cc2ccccc2F)c(=O)c2[nH]c(Cc3ccc(NC(C)=O)cc3)nc21	3.1%&2.9%[57.5 µM]	4.2%
CC1=C(/C=C/C(C)=C/C=C/C(C)=C/C(=O)Nc2ccc(O)cc2)C(C)(C)CCC1	10.8%	-20.6%&-22.6%[53.3 µM]
More records
SMILES	NTMT1 inhibitor	FH mod
COc1ccc2c(c1)C=C1Cn3c-2c(C2CCCCC2)c2ccc(cc23)C(=O)NS(=O)(=O)N(C)CCOCCN(C)C1=O	44.7µM*	u
Cc1ccc(-c2ncccn2)c(C(=O)N2C[C@H](COc3ccc(F)cn3)CC[C@H]2C)c1	-11.5%[57.5 µM]	-1.4%
COc1cc(C=CC(=O)CC(=O)C=Cc2ccc(O)c(OC)c2)ccc1O	-10.2%	-15.3%
C[C@H](O)[C@H](O)/C=C/c1cccc(O)c1CO	-0.1%[57.5 µM]	7.2%
C[C@@H]1C(=O)O[C@H]2[C@@H](O)C34[C@H]5C[C@@H](C(C)(C)C)C36[C@@H](OC(=O)[C@@H]6O)O[C@@]4(C(=O)O5)[C@@]12O (stereo not given in full)	-4.0%[57.5 µM]	0.7%
Cc1nc(N)ncc1-c1nc(N2CCOCC2)c2sc(C(C)(C)O)cc2n1	u	7.6%
COc1ccc(-c2ccn(CC[C@](C)(C(=O)NO)S(C)(=O)=O)c(=O)c2)c(F)c1	u	1.0%
Cc1cn(-c2cc(NC(=O)c3ccc(C)c(Nc4nccc(-c5cnccn5)n4)c3)cc(C(F)(F)F)c2)cn1	16.6%	-1.9%&0.7%
O=C1OC(c2ccc(O)cc2)(c2ccc(O)cc2)c2ccccc21	24.8%[57.5 µM]	-11.6%[53.3 µM]
Cc1coc2ccccc2c1=O	34.3%[activator][57.5 µM]	-7.6%[53.3 µM]
C=C1CO[C@@]2(O[C@H]3CC4C5CC=C6C[C@@H](O)C[C@@H](O[C@@H]7OC[C@H](O)[C@H](O[C@@H]8OC[C@@H](O)[C@H](O)[C@H]8O)[C@H]7O[C@@H]7O[C@@H](C)[C@H](OC(C)=O)[C@@H](OC(C)=O)[C@H]7OC(C)=O)[C@]6(C)C5CC[C@]4(C)[C@@H]3[C@@H]2C)[C@@H](O)[C@H]1OC1OC(C)C(O)C(O)C1O (stereo not given in full)	18.8%[6.45 µM]	-3.3%[13.5 µM]
O=C(O)C=Cc1ccc(O)c(O)c1	u	-23.8%[53.3 µM]
C=CC(C)(O)CC/C=C(/C)COC(=O)C(C)C1CCC(C)(C=C)O1 (stereo not given)	u	-8.8%[53.3 µM]
O=C1NC(=O)C(c2cnc3ccccn23)=C1c1cn2c3c(cccc13)CN(C(=O)N1CCOCC1)CC2	u	-2.5%[53.3 µM]
O=C1c2c(O[C@@H]3O[C@H](CO)[C@@H](O)[C@H](O)[C@H]3O)cc(O)cc2OC1(O)Cc1ccc(O)cc1 (stereo not given in full)	-18.8%[29.8 µM]	-0.4%[53.3 µM]
C=C(C)C(=O)OC1CC(CO)CCC/C(CO)=C/C2OC(=O)C(=C)C21 (stereo not given)	12.6%[29.8 µM]	6.1%[53.3 µM]
O=C(O)CCCCC(CCSCc1ccccc1)SCc1ccccc1 (stereo not given)	-7.9%	13.5%[53.3 µM]
COc1cc(C2Oc3c(OC)cc(/C=C/C(=O)OC4CC(O)(C(=O)O)CC(O)C4O)cc3C2CO)ccc1O (stereo not given)	0.9%[29.8 µM]	-0.6%[53.3 µM]
COc1cc([C@H]2OC[C@@H]3[C@@H](c4ccc(O[C@@H]5O[C@H](CO)[C@@H](O)[C@H](O)[C@H]5O)c(OC)c4)OC[C@]23O)ccc1O	18.6%[29.8 µM]	-0.9%[53.3 µM]
O=C(OCc1ccccc1O[C@@H]1O[C@H](CO)[C@@H](O)[C@H](O)[C@H]1O)C1(O)C=CCCC1O (stereo not given in full)	-3.2%[29.8 µM]	-0.4%[53.3 µM]
CC(C)C1NC(=O)CNC(=O)C2CCCN2C(=O)C(Cc2c[nH]c3ccccc23)NC(=O)CNC(=O)C(C(O)c2ccc(O)cc2)NC(=O)CNC1=O (stereo not given)	7.9%[12.6 µM]	2.5%[20.6 µM]
O=C(N[C@H](CO)[C@H](O)c1ccc([N+](=O)[O-])cc1)C(Cl)Cl	-26.5%[57.5 µM]	1.2%[53.3 µM]
NC(=O)C(CCC(F)(F)F)N(Cc1ccc(-c2ncon2)cc1F)S(=O)(=O)c1ccc(Cl)cc1 (stereo not given)	-0.4%[57.5 µM]	-6.1%
C=C1C(=CC=C2CCC[C@]3(C)[C@@H]([C@H](C)CCCC(C)(C)O)CC[C@@H]23)C[C@@H](O)C[C@@H]1O	-2.5%[57.5 µM]	-15.7%[53.3 µM]
Cn1c(SCC(=O)N2CCC[C@H]2C(=O)Nc2ccccc2-c2ccccc2)nc2ccccc21	1.7%[57.5 µM]	0.1%

Record cards, as listed above. Values in the order: NTMT1 inhibitor, FH mod
Shown for `Cc1cn(-c2cc(NC(=O)c3ccc(C)c(Nc4nccc(-c5cnccn5)n4)c3)cc(C(F)(F)F)c2)cn1` : 16.6%, -1.9%&0.7%
Shown for `O=C1NC(=O)C(c2cnc3ccccn23)=C1c1cn2c3c(cccc13)CN(C(=O)N1CCOCC1)CC2` : u, -2.5%[53.3 µM]
Shown for `Cc1ccc(-c2ncccn2)c(C(=O)N2C[C@H](COc3ccc(F)cn3)CC[C@H]2C)c1` : -11.5%[57.5 µM], -1.4%

Next compounds
SMILES	NTMT1 inhibitor	FH mod
COc1ccccc1-c1c[nH]c2ncc(-c3cncc(C(=O)N(C)C)c3)cc12	39.8µM*	3.0%
CC1=CC(=O)OC(C)(CC(C)(O)C(=O)O)C1 (stereo not given)	-14.9%[57.5 µM]	-0.9%
NC(=O)c1noc([C@H](CCCC2CCCCC2)CC(=O)NO)n1	u	7.6%
CC1(C)S[C@@H]2[C@H](NC(=O)[C@H](N)c3ccc(O)cc3)C(=O)N2[C@H]1C(=O)O	u	6.1%
C[C@@H]1CN(CC(=O)Nc2ccc3c(c2)Cc2cccc(-c4cc(=O)cc(N5CCOCC5)o4)c2S3)C[C@H](C)O1	u	-6.8%[53.3 µM]
COc1cc(O)c(C(=O)c2ccccc2)cc1S(=O)(=O)O	u	-7.6%[53.3 µM]
C=C[C@@]1(C)CC(=O)[C@]2(O)[C@@]3(C)[C@@H](O)CCC(C)(C)[C@@H]3[C@H](O)[C@H](OC(C)=O)[C@@]2(C)O1	15.4%[57.5 µM]	-1.2%[53.3 µM]
CCN(CC)CC(=O)Nc1c(C)cccc1C(=O)OC	5.2%[57.5 µM]	6.2%[53.3 µM]
N[C@H](C(=O)O)c1ccc(O)cc1	15.1%[29.8 µM]	-2.6%[20.6 µM]
CCS(=O)(=O)N1CCC([C@@H](C)n2c(C)c(C(=O)NCc3c(OC)cc(C)[nH]c3=O)c3ccccc32)CC1	12.1%	5.7%
CC1(C)CC[C@]2(C(=O)OC3OC(CO)C(O)C(O)C3O)CC[C@]3(C)C(=CCC4[C@@]5(C)CC[C@H](OC6OC(C(=O)O)C(O)C(OC7OC(CO)C(O)C(O)C7O)C6O)C(C)(C)C5CC[C@]43C)C2C1 (stereo not given in full)	12.9%[12.6 µM]	6.4%[20.6 µM]
CC/C=C\CC1C(=O)C=CC1(CCCCC1CCC(=O)O1)OC(C)=O (stereo not given)	-2.5%[29.8 µM]	-0.3%[53.3 µM]
CNC(=O)CN(CCN(CCN(CC(=O)[O-])CC(=O)NC)CC(=O)[O-])CC(=O)[O-].O.[Gd+3]	7.4%[57.5 µM]	-4.6%[53.3 µM]
CN(N=O)C(=O)N[C@@H]1[C@@H](O)[C@H](O)[C@@H](CO)O[C@@H]1O	16.4%	-0.9%[53.3 µM]
CO[C@H]1/C=C/[C@@](C)(O)/C=C/C(=O)O[C@H](C)[C@@H](C)CC/C=C/1C	u	-9.9%[53.3 µM]
Cc1ccc(C(=O)N(CCCN)C(c2nc3cc(Cl)ccc3c(=O)n2Cc2ccccc2)C(C)C)cc1 (stereo not given)	-2.4%[57.5 µM]	-2.5%
CC1COC2(OC3CC4C5CC(O[C@@H]6O[C@H](C)[C@@H](O[C@@H]7O[C@@H](C)[C@H](O)[C@@H](O)[C@H]7O)[C@H](O)[C@H]6O)C6CC(O)CCC6(C)C5CCC4(C)C3C2C)C(O)C1 (stereo not given in full)	1.7%[12.6 µM]	7.0%[20.6 µM]
NCCCC[C@H](NC(=O)[C@@H]1Cc2ccccc2CN1C(=O)CCC(=O)c1ccccc1)C(=O)NCC(c1ccccc1)c1ccccc1	u	0.0%
COc1nc(-c2ccc3c(c2)OCO3)n(-c2ccc(NC(=O)CSc3ccccc3)cc2)n1	6.5%&-7.1%[57.5 µM]	-14.9%
CCCC(CCC)C(=O)Nc1ccn([C@@H]2O[C@H](CO)[C@@H](O)C2(F)F)c(=O)n1	-0.5%[57.5 µM]	6.2%
NS(=O)(=O)OC[C@@H]1C[C@@H](n2ccc3c(N[C@H]4CCc5ccccc54)ncnc32)C[C@@H]1O	39.8µM*!	0.7%&-0.1%
CC(CCC1C(C(=O)O)=CC(=O)CC1(C)C)O[C@@H]1O[C@H](CO)[C@@H](O)[C@H](O)[C@H]1O (stereo not given in full)	u	-0.3%[53.3 µM]
C/C=C(/COC(=O)/C(C)=C/C)C(=O)OC/C=C/c1ccc(OC)cc1	4.5%[29.8 µM]	-4.5%[53.3 µM]
